Assay outcomes: PubChem BioAssay, NMMLSC
QS inhibitor: S. aureus quorum sensing inhibition; 0.3% of 24,000 active; AID 527; inhibition, % at 2 µM; S. aureus RN6390 RNAIII-GFP reporter, AIP-induced, flow cytometry 3 h;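 active = share of bacteria positive for the green fluorescent reporter and its mean brightness both inhibited by 50% or more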;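 also: 0% = AIP-stimulated control and 100% = unstimulated bacteria without AIP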
QS inhibitor GFP MFI %: further read-out of QS inhibitor, marked with its call; inhibition, %; measured here: inhibition of GFP MFI
An asterisk follows results filed as active. An excerpt; rates above refer to the full screens.

1: CS(=O)(=O)N(CC(=O)N1CCCCCC1)c1ccccc1
2: CCN1CCN(C(=O)N[C@@H](C(=O)N[C@@H]2C(=O)N3[C@@H]2SC(C)(C)[C@@H]3C(=O)O)c2ccccc2)C(=O)C1=O
3: Cn1c(CCNC(=O)c2ccc(F)cc2)nc2ccccc21
4: Cc1ccc2[nH]c(=O)c3cc(C(=O)NCCN4CCN(C)CC4)sc3c2c1
5: COC(=O)c1ccc(C2c3c(oc4ccccc4c3=O)C(=O)N2CCCN2CCOCC2)cc1 (stereo unspecified)
6: CC(C)(C)n1ncc2c(=O)n(Cc3c(F)cccc3Cl)cnc21
7: O=C(Nc1nnc(N2CCCCCC2)s1)c1cc(-c2ccc(Br)cc2)on1
8: Cc1ccc(N2OC3C(=O)NC(=O)C3C2c2ccco2)cc1 (stereo unspecified)
entry no.,1,2,3,4,5,6,7,8
QS inhibitor,0,-13,2,0,-1,2,17,18
QS inhibitor GFP MFI %,2,-30,10,10,2,20,34,29

9: O=C(Cn1cnc2c(oc3ccccc32)c1=O)NCC1CCCO1 (stereo unspecified)
10: Cc1nnc(SCC(=O)N2CC(=O)Nc3ccccc32)n1-c1ccccc1
11: COc1ccccc1-c1cc(C(=O)N2CCCCC2)no1
12: COc1ccccc1NC(=O)CSc1nnc(CNC(=O)c2ccco2)o1
13: CN(C)CC(C(=O)c1ccccc1)c1ccccc1 (stereo unspecified)
14: COC(=O)c1cn(NC(=O)c2cccc(N(C)C)c2)c(=O)c2ccccc12
15: CCN1CCN(C(CNC(=O)c2ccc3c(c2)OCO3)c2cccnc2)CC1 (stereo unspecified)
16: CC(C(=O)NCc1cccnc1)N1C(=O)c2ccccc2C1=O (stereo unspecified)
entry no.,9,10,11,12,13,14,15,16
QS inhibitor,1,1,9,4,0,0,-1,3
QS inhibitor GFP MFI %,3,12,20,9,5,-2,2,22

17: Cn1c(=O)c2c(nc(N3CCCCC3)n2CCSc2nc3ccccc3o2)n(C)c1=O
18: CCn1c(=O)cc(SCC(=O)NCc2ccccn2)c2ccccc21
19: Nn1c(SCC(=O)Nc2ccc(F)cc2)nnc1-c1cccnc1
20: Fc1ccc(OCc2nc(-c3ccc(Br)o3)no2)c(F)c1
21: CN(C)c1ccc(NC(=O)Cn2cc3c(n2)CCCC3)cc1
22: CCOc1ccc(-c2[nH]nc3c2C(c2ccc4c(c2)OCO4)C(C#N)=C(N)O3)cc1OC (stereo unspecified)
23: COc1cccc(NC(=O)N2CCN(C(=O)C(Cc3ccc(OC)c(OC)c3)NC(C)=O)CC2)c1 (stereo unspecified)
24: CCC(=O)N1CCc2cc(S(=O)(=O)NC(C(=O)NCc3ccc(F)cc3)C(C)C)ccc21 (stereo unspecified)
entry no.,17,18,19,20,21,22,23,24
QS inhibitor,0,2,0,1,-2,-3,0,-7
QS inhibitor GFP MFI %,2,22,-3,3,-7,-8,7,-11

25: O=C(CN1C(=O)CC(c2ccccc2)=Nc2ccccc21)NCc1ccco1
26: C=CCc1c(C)nc(SC)nc1Nc1ccc(C(=O)O)cc1
27: CC(NC(=O)c1cc2sccc2n1C)c1ccc2c(c1)OCCO2 (stereo unspecified)
28: COc1cccc(C2CC(c3ccc(C)cc3)n3nc(N)nc3N2)c1 (stereo unspecified)
29: O=C(c1ccc2c(=O)n(-c3ccccc3)c(=O)[nH]c2c1)N1CCN(c2ccc(F)cc2)CC1
30: COc1ccc(N(C(=O)c2ccco2)S(=O)(=O)c2cc(OC)ccc2OC)cc1
31: CCN(CCCNS(=O)(=O)c1ccc2c(c1)CCN2C(C)=O)c1cccc(C)c1
32: COc1ccc(C)cc1NC(=O)CCC(=O)Nc1ccc2nc(N3CCN(C)CC3)cc(C)c2c1
entry no.,25,26,27,28,29,30,31,32
QS inhibitor,0,-2,2,-1,9,0,0,-1
QS inhibitor GFP MFI %,-10,-10,7,-20,22,22,1,-20

33: CCCc1cc(=O)[nH]c(=S)[nH]1
34: FC(F)(F)c1cccc(NCc2cn3cccnc3n2)c1
35: CC(=O)Nc1nnc(S(N)(=O)=O)s1
36: O=C(O)c1cc(-c2ccncc2)nc2ccc(S(=O)(=O)N3CCOCC3)cc12
37: C=CCn1sc(=N)c(C#N)c1N
38: CCOC(=O)N1CCN(C(=O)CSc2nnc(CNC(=O)c3ccccc3F)o2)CC1
39: CN(CCCNC(=O)COc1cc(=O)n(C)c2ccccc12)Cc1ccccc1
40: O=C(Cn1c(=O)oc2cc(S(=O)(=O)N3CCCCCC3)ccc21)NC1CCCCC1
entry no.,33,34,35,36,37,38,39,40
QS inhibitor,-6,-8,-7,-4,13,-1,-2,-1
QS inhibitor GFP MFI %,-8,-10,-26,-18,28,-6,8,-2

41: CCc1nnc(NC(=O)CN2CCN(c3ccccc3OC)CC2)s1
42: COC(=O)c1cccc(C(=O)Nc2ccc(C)cc2)n1
43: CCOC(=O)C1=C(C)Nc2nc(C)nn2C1c1ccc(OC)c(OC)c1 (stereo unspecified)
44: Cc1ccc(NC(=O)c2noc3c2CCCCC3)cc1C
45: CSc1ccc(C2C(C#N)=C(N)Oc3c2ccc(=O)c2c(C)oc(C)c32)cc1 (stereo unspecified)
46: O=C(NCCCN1CCCC1=O)C1CCN(S(=O)(=O)N2CCOCC2)CC1
47: CCOC(=O)c1ccc(NS(=O)(=O)c2ccc3c(c2)oc(=O)n3C)cc1
48: CCOc1ccc(C(=O)Nc2cccc(-c3nc4cccnc4o3)c2)cc1Cl
entry no.,41,42,43,44,45,46,47,48
QS inhibitor,11,-2,0,-5,0,2,6,0
QS inhibitor GFP MFI %,22,-4,24,-30,3,8,12,6

49: CSc1nnc(-c2ccc(NC(=O)CCc3ccccc3)cc2)n1C
50: COc1ccccc1Oc1coc2c(CN3CCN(C)CC3)c(O)ccc2c1=O
51: CC(CN1CCOCC1)(NS(=O)(=O)c1ccccc1)c1ccccc1 (stereo unspecified)
52: COC(=O)C(C)Sc1nc2c(c(=O)n(C)c(=O)n2C)n1Cc1cccc(C)c1 (stereo unspecified)
53: O=C(CN1CCN(c2nc(-c3ccc(F)cc3)cs2)CC1)NCc1ccc2c(c1)OCO2
54: CCOCCn1c(CN2CCN(c3cccc(Cl)c3)CC2)nc2c1c(=O)n(C)c(=O)n2C
55: CCOC(=O)N1CCC(NC(=O)c2ccc3c(c2)sc2nc(-c4cccc(OC)c4)cn23)CC1
56: CCOC(=O)N1CCC(NC(=O)C2CCN(S(=O)(=O)c3cccs3)CC2)CC1
entry no.,49,50,51,52,53,54,55,56
QS inhibitor,-2,-2,-1,0,2,-1,0,-4
QS inhibitor GFP MFI %,-6,3,0,-1,4,-16,-11,-6

57: Cc1cccc(NC(=O)C2CCCN(S(=O)(=O)c3cccc4nsnc34)C2)n1 (stereo unspecified)
58: CC1CCN(C(=O)Cn2c(=O)oc3ccccc32)CC1
59: COc1ccc(N2CCN(CCNC(=O)c3nnc(Cc4c(F)cccc4Cl)o3)CC2)cc1
60: Cc1nnc(SCC2=C(C(=O)O)N3C(=O)[C@@H](NC(=O)Cn4cnnn4)[C@H]3SC2)s1
61: CCCC(=O)Nc1nnc(CC(=O)OCC)s1
62: CN(Cc1nc(-c2ccncc2)no1)S(=O)(=O)c1ccc(Cl)cc1
63: CCOC(=O)C1CCCN(C(=O)c2cn(CC(C)C)c(=O)c3cc(OC)c(OC)cc23)C1 (stereo unspecified)
64: CC1=C/C(=C/N(C)c2ccccc2)C(=O)S1
entry no.,57,58,59,60,61,62,63,64
QS inhibitor,0,-1,-1,0,11,-3,-1,-1
QS inhibitor GFP MFI %,5,-2,-14,7,15,-10,-4,2

Records 51–62, quoted:
51: CC(CN1CCOCC1)(NS(=O)(=O)c1ccccc1)c1ccccc1 (stereo unspecified)
52: COC(=O)C(C)Sc1nc2c(c(=O)n(C)c(=O)n2C)n1Cc1cccc(C)c1 (stereo unspecified)
53: O=C(CN1CCN(c2nc(-c3ccc(F)cc3)cs2)CC1)NCc1ccc2c(c1)OCO2
54: CCOCCn1c(CN2CCN(c3cccc(Cl)c3)CC2)nc2c1c(=O)n(C)c(=O)n2C
55: CCOC(=O)N1CCC(NC(=O)c2ccc3c(c2)sc2nc(-c4cccc(OC)c4)cn23)CC1
56: CCOC(=O)N1CCC(NC(=O)C2CCN(S(=O)(=O)c3cccs3)CC2)CC1
57: Cc1cccc(NC(=O)C2CCCN(S(=O)(=O)c3cccc4nsnc34)C2)n1 (stereo unspecified)
58: CC1CCN(C(=O)Cn2c(=O)oc3ccccc32)CC1
59: COc1ccc(N2CCN(CCNC(=O)c3nnc(Cc4c(F)cccc4Cl)o3)CC2)cc1
60: Cc1nnc(SCC2=C(C(=O)O)N3C(=O)[C@@H](NC(=O)Cn4cnnn4)[C@H]3SC2)s1
entry no.,51,52,53,54,55,56,57,58,59,60
QS inhibitor,-1,0,2,-1,0,-4,0,-1,-1,0
QS inhibitor GFP MFI %,0,-1,4,-16,-11,-6,5,-2,-14,7

61: CCCC(=O)Nc1nnc(CC(=O)OCC)s1
62: CN(Cc1nc(-c2ccncc2)no1)S(=O)(=O)c1ccc(Cl)cc1
entry no.,61,62
QS inhibitor,11,-3
QS inhibitor GFP MFI %,15,-10

Three structures out of the list, sorted by molecular weight, low to high.
64: CC1=C/C(=C/N(C)c2ccccc2)C(=O)S1
62: CN(Cc1nc(-c2ccncc2)no1)S(=O)(=O)c1ccc(Cl)cc1
63: CCOC(=O)C1CCCN(C(=O)c2cn(CC(C)C)c(=O)c3cc(OC)c(OC)cc23)C1 (stereo unspecified)
entry no.,64,62,63
QS inhibitor,-1,-3,-1
QS inhibitor GFP MFI %,2,-10,-4

Carrying on:
65: COc1ccc(S(=O)(=O)Cc2ccc(C(=O)N3CCN(c4cccc(C)c4)C(C)C3)o2)cc1 (stereo unspecified)
66: COc1ccc(OCC(=O)Nc2cccc3ncccc23)cc1
67: CCCN1CCN(C(=O)Cn2cccc2C(=O)c2ccccc2)CC1
68: CCOC(=O)N1CCC(NC(=O)CCc2nc(-c3ccccc3F)no2)CC1
69: O=C(C1CC1)N1CCN=C1SCc1ccc(F)cc1
70: O=C(CCNS(=O)(=O)c1ccc(Cl)cc1)NCc1cccnc1
71: CCCC1c2ccc(C)n2CCN1C(=O)Nc1ccc(F)cc1 (stereo unspecified)
72: N#Cc1ccccc1Cn1c(=O)n(CCCC(=O)NCc2ccc3c(c2)OCO3)c(=O)c2ccccc21
entry no.,65,66,67,68,69,70,71,72
QS inhibitor,0,0,0,-8,0,1,0,4
QS inhibitor GFP MFI %,-1,-2,1,-20,-1,6,1,8

73: CCOC(=O)N1CCN(c2cc(=O)n(-c3ccccc3Cl)c(=O)[nH]2)CC1
74: COc1cc(S(=O)(=O)N2CCOCC2)ccc1NC(=O)COC(=O)c1ccccn1
75: Cc1ccc(CS(=O)(=O)Cc2ccc(C(=O)NCCCN3CCOCC3)o2)cc1
76: COc1ccc(N2CCN(C(=O)c3cccc(N4C(=O)C5CC=CC(C)C5C4=O)c3)CC2)cc1 (stereo unspecified)
77: Cc1nc2c(c(=O)n1CC1CCCO1)c1nc3ccccc3nc1n2CC(C)C (stereo unspecified)
78: COc1ccc(-n2c(SCC(=O)N3CCCCC3C)nnc2-c2cccnc2)cc1 (stereo unspecified)
79: O=C(C1CC1)N1CCc2cc(S(=O)(=O)N3CCCc4ccccc43)ccc21
80: N#Cc1ccc(CSc2nnc(-c3cnccn3)o2)cc1
entry no.,73,74,75,76,77,78,79,80
QS inhibitor,-1,8,3,8,-1,8,8,0
QS inhibitor GFP MFI %,-4,13,12,10,5,15,19,5

81: c1ccc(-n2ncc3c(NCc4cccs4)ncnc32)cc1
82: CCOC(=O)C(Cc1ccccc1)NC(=O)CCc1c(C)nc2ncnn2c1C (stereo unspecified)
83: COC(=O)c1ccccc1NC(=O)N1CCCC1
84: O=C(NC1CCCc2ccccc21)c1ccc(CNc2c(N3CCOCC3)c(=O)c2=O)cc1 (stereo unspecified)
85: Cc1ccc(CNC(=O)C2c3ccccc3C(=O)N3CCc4ccccc4C23)o1 (stereo unspecified)
86: COc1ccc(S(=O)(=O)N2CCN(c3ccc(C)cc3C)CC2)cc1OC
87: CCOC(=O)c1sc2nc3c(cc2c1N)COC(C)(C)C3
88: CN1/C(=C\C(=O)C(F)F)C(C)(C)c2ccccc21
entry no.,81,82,83,84,85,86,87,88
QS inhibitor,0,-3,-1,0,25,-3,-1,1
QS inhibitor GFP MFI %,-18,-9,-9,7,24,-3,-39,17

89: COc1ccccc1C(=O)Nc1cc(-c2nn3c(C)nnc3s2)ccc1C
90: CCOC(=O)c1sc(=S)n(-c2cc(F)ccc2F)c1N
91: CCOC(=O)c1cccc(-n2c(C)nc3ccccc3c2=O)c1
92: c1ccc(Cn2nnnc2C(c2ccccn2)N2CCOCC2)cc1 (stereo unspecified)
93: COC(=O)Nc1nc(C)c(C(=O)N(C)C)s1
94: COC(=O)c1cc(Br)c(=O)n(-c2ccc(OC)cc2)c1
95: CCOC(=O)CN1C(=O)SC(CC(=O)Nc2nccs2)C1=O (stereo unspecified)
96: CC(C)NC(=O)CCS(=O)(=O)c1ccc(Br)s1
97: C=CCn1c(=O)c(C#N)cc2c(=O)n3ccccc3nc21
98: CCOC(=O)C(C)n1cnc2c(nnn2-c2ccc(OC)cc2)c1=O (stereo unspecified)
99: Cc1ccc(NC2=NCC(=O)N2c2ccc3c(c2)OCCO3)c(C)c1
entry no.,89,90,91,92,93,94,95,96,97,98,99
QS inhibitor,-2,0,0,0,-1,0,-1,-4,14,6,-1
QS inhibitor GFP MFI %,-34,-13,-10,-38,-9,-9,12,-18,24,13,-22
